PLC-gamma1 inh = PLC-gamma1 enzyme inhibitors, primary screen, biochemical, fluorescence, purified enzyme | 1-phosphatidylinositol 4,5-bisphosphate phosphodiesterase gamma-1 (Homo sapiens), P19174 | fluorogenic substrate | inhibition, % at 12.2 µM | 0.84% of 370,000 active; in the data active = inhibition above about 9.5%
FXN GAA850 act = FXN promoter activators, primary screen, cell-based, luciferase luminescence, HEK293 lucGAA850 | 0.56% of 360,000 active | HEK293 lucGAA850 FXN promoter luciferase reporter, 24 h; percent of 10 µM SAHA response | activation, % at 6 µM | AID 540364, 2011;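 active = activation above the average of all compounds screened plus 3 SD, cutoff fixed separately per campaign, cut at about 7.5% in these data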;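 note: 0% = DMSO wells and 100% = 10 µM SAHA wells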
DAX1 inh-1 = DAX1 (NR0B1) inhibitors, primary screen, cell-based, HEK293, Gal4-DAX1, luciferase luminescence; HEK293 Gal4-DAX1 luciferase reporter; inhibition, % at 6.75 µM; 0.99% of 340,000 active; AID 504766, 2011;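 active = inhibition above the mean over all tested compounds plus 3 SD, cut at about 4.2% in these data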;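 note: 0% = DAX1-transfected cells with DMSO and 100% = empty-vector control cells with DMSO; inhibition shows as a rise in luminescence from relieved DAX1 repression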
Target sequence (P51843 207-470 limits assumed): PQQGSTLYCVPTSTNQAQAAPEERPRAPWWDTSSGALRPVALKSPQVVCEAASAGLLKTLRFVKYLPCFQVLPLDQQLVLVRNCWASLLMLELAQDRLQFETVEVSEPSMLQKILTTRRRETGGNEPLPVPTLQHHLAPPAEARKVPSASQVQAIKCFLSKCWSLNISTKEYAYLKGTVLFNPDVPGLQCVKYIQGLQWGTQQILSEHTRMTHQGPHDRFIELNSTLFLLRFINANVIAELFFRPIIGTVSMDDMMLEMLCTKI
ADAM10 inh = human ADAM10 inhibitors, primary screen, biochemical, QFRET, HTS; Disintegrin and metalloproteinase domain-containing protein 10 (Homo sapiens), O14672; AID 720582, 2013; recombinant ADAM10, EDANS/DABCYL FRET peptide cleavage, 3 h; inhibition, % at 7 µM; 0.62% of 370,000 active;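 active = inhibition above a per-campaign cutoff equal to the mean of compounds falling between control-based bounds plus 3 SD, cut at about 20% in these data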;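 note: 0% = DMSO wells while the 100% control is not disclosed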
PLCb3 inh = human PLC-beta3 inhibitors, primary screen, biochemical, fluorescence. 1-phosphatidylinositol 4,5-bisphosphate phosphodiesterase beta-3 (Homo sapiens), Q01970. Purified PLC-beta3, fluorogenic substrate. inhibition, % at 12.2 µM. 0.18% of 370,000 active. AID 720704, 2013; in the data active = inhibition above about 11%;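 note: 0% = median of compound wells on plate and 100% = full blocker control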
hgDAF-12 ag = H. glycines DAF-12 receptor agonists, primary screen, cell-based, luminescence, HEK293, GAL4 fusion, UAS-luciferase; Nuclear hormone receptor DAF-12 (Heterodera glycines), GAL4 fusion; HEK293 GAL4-hgDAF12 UAS-luciferase reporter, agonist luminescence; normalized to butyrate control; activation, % at 6.8 µM; 1.8% of 370,000 active; AID 687014, 2013;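 active = activation above a cutoff set at the mean of all screened compounds plus 3 SD, cut at about 10% in these data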;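 note: 0% = DMSO wells and 100% = sodium butyrate wells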
hcDAF-12 act = H. contortus DAF-12 nuclear receptor activators, primary screen, cell-based, luminescence, HEK293, lit1-tk-luc reporter | HEK293 hcDAF-12 lit1-tk-luc reporter; 0% DMSO, 100% Δ7-dafachronic acid | activation, % at 6.8 µM | 1.4% of 370,000 active;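 active = activation above the mean of all tested compounds plus 3 SD, cut at about 5.5% in these data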;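 note: 100% = response to 3 µM Δ7-dafachronic acid high control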
ssDAF-12 act = S. stercoralis DAF-12 nuclear receptor activators, primary screen, cell-based, luminescence, HEK293, GRIP1 co-expression, lit1-tk-luc | Nuclear hormone receptor DAF-12 (Strongyloides stercoralis) | HEK293 ssDAF-12/GRIP1 lit1-tk-luc reporter; % of 3 µM dafachronic acid response | activation, % at 6.8 µM | 1% of 370,000 active;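 active = activation above the mean over all tested compounds plus 3 SD, cut at about 0.9% in these data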;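 note: 0% = DMSO-only wells and 100% = 3 µM delta7-dafachronic acid wells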
ADAM17 inh = ADAM17 inhibitors, primary screen, biochemical, QFRET. recombinant ADAM17, EDANS/DABCYL FRET peptide cleavage. Disintegrin and metalloproteinase domain-containing protein 17 (Homo sapiens), P78536. 0.83% of 370,000 active. inhibition, % at 6.95 µM;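 active = inhibition above the mean of compounds lying between control limits plus 3 SD, set per campaign, cut at about 8.5% in these data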;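 note: 0% = DMSO-only wells as the low control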
Target sequence (P78536 215-824 limits assumed): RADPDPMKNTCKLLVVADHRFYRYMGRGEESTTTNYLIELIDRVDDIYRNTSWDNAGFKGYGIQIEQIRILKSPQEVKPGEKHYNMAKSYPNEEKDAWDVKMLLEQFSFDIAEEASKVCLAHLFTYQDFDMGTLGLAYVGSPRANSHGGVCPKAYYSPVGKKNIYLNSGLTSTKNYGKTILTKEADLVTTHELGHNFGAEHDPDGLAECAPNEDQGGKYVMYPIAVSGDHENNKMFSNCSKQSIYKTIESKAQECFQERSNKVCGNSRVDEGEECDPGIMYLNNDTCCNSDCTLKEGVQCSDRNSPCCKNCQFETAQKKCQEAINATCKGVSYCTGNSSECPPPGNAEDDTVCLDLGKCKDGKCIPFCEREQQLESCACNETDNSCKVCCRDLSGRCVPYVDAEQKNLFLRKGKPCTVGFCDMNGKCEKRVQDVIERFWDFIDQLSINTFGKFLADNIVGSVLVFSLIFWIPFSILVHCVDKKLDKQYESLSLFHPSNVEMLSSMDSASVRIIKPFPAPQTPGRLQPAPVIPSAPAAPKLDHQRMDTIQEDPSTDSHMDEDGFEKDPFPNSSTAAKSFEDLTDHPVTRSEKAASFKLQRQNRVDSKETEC
DAX1 inh-2 = DAX1 (NR0B1) inhibitors on StAR promoter, primary screen, cell-based, luminescence, SF-1 (NR5A1), full-length DAX-1 | HEK293T StAR-luciferase reporter, SF-1/DAX-1 repression relief | inhibition, % at 6.8 µM | 1.1% of 370,000 active | AID 652010, 2013;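 active = inhibition above the mean over all tested compounds plus 3 SD, cut at about 3.6% in these data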;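 note: 0% = DAX-1 cells with DMSO and 100% = cells lacking DAX-1 with DMSO; higher inhibition means more luminescence from relief of DAX-1 repression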
HGIII-sPLA2 inh = human group III sPLA2 inhibitors, primary screen, biochemical, QFRET, BODIPY PC-A2 liposome substrate. AID 743126, 2013. QFRET BODIPY PC-A2 liposome hydrolysis, fluorescence. 0.56% of 370,000 active. inhibition, % at 12.2 µM;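 active = inhibition above mean plus 3 SD of compounds lying within the high and low control bounds, cut at about 19% in these data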;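 note: 0% = median of test compound wells and 100% = no enzyme DMSO wells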
Starred values were filed as active, the others as inactive; . = not tested or not shown.

Start of the listing, in advance:
Results follow in this order: PLC-gamma1 inh	FXN GAA850 act	DAX1 inh-1	ADAM10 inh	PLCb3 inh	hgDAF-12 ag	hcDAF-12 act	ssDAF-12 act	ADAM17 inh	DAX1 inh-2	HGIII-sPLA2 inh
> Cc1cccc(C)c1NC(=O)CN1N=NC2C(=O)N(c3cccc(Cl)c3)C(=O)C21 (stereo not given)
  -6.0	-2.7	-0.2	1.9	-6.7	-1.1	0.5	-1.5	0.5	-0.1	-16.2
> COc1ccc(Cn2c(O)c(C=Nc3ccc(OC)cc3)c3ccccc3c2=O)cc1
  -2.0	4.7	-0.1	-14.7	0.1	-1.7	-1.9	-1.6	4.2	0.2	15.2

The listing, repeating the preview:
Results follow in this order: PLC-gamma1 inh	FXN GAA850 act	DAX1 inh-1	ADAM10 inh	PLCb3 inh	hgDAF-12 ag	hcDAF-12 act	ssDAF-12 act	ADAM17 inh	DAX1 inh-2	HGIII-sPLA2 inh
> Cc1cccc(C)c1NC(=O)CN1N=NC2C(=O)N(c3cccc(Cl)c3)C(=O)C21 (stereo not given)
  -6.0	-2.7	-0.2	1.9	-6.7	-1.1	0.5	-1.5	0.5	-0.1	-16.2
> COc1ccc(Cn2c(O)c(C=Nc3ccc(OC)cc3)c3ccccc3c2=O)cc1
  -2.0	4.7	-0.1	-14.7	0.1	-1.7	-1.9	-1.6	4.2	0.2	15.2
> CSc1nnc(C2CCCN(CC(=O)Nc3ccccc3N3CCOCC3)C2)n1C(C)C (stereo not given)
  2.9	1.5	0.0	-0.6	-2.8	-2.1	-0.3	-1.1	0.5	-0.1	2.4
> COC(=O)Cc1ccc(NC(=S)NCCSc2ccc(Cl)cc2)cc1
  -2.7	-1.2	-2.5	6.9	-6.4	-1.0	-1.5	-1.1	2.9	-0.6	-24.6
> O=C(NCc1ccccc1)C1c2ccccc2OCC(=O)N1CCc1c[nH]c2ccccc12 (stereo not given)
  2.0	.	.	1.0	0.9	-3.8	0.9	-0.1	-1.5	0.9	-81.1
> COC(=O)c1sc(S(=O)(=O)N2CCCCC2C(=O)O)c(C(=O)OC)c1C (stereo not given)
  -4.2	-0.2	0.7	-3.6	1.3	2.0	-1.3	-1.4	-5.2	-0.3	-0.8
> Cc1cccc(C)c1OCc1cc(C(=O)N2CC3C[C@@H]4CC2C[C@H](C3)C4)no1
  1.4	3.8	0.4	5.2	-4.0	9.9	3.6	-0.1	3.9	1.8	-7.2
> O=C(CSC1=NCCS1)c1ccc(Cl)cc1
  2.5	1.8	0.4	-1.9	-7.2	-1.7	-1.6	-1.0	-1.8	-0.5	-3.7
> O=C(NC1CCCCC1)C(c1ccco1)N(CCc1ccccc1)C(=O)C(F)(F)F (stereo not given)
  2.5	-2.0	-0.2	-6.3	2.4	1.7	-2.0	-0.8	-0.1	-0.3	1.4
> O=C(O)/C=C/S(=O)(=O)c1ccc2ccccc2c1
  0.7	2.1	-0.4	1.1	-0.1	-1.0	2.4	-1.2	-1.9	-0.3	4.9
> CCn1c2ccccc2c2cc(C3C(C#N)=C(N)Oc4n[nH]c(COC)c43)ccc21 (stereo not given)
  -327.3	-10.8	-2.2	-24.0	-493.4	-4.1	-1.2	-1.8	-13.2	-2.3	-48.1
> CCOC(=O)CC1(NC(=O)C2CCC(=O)N(CCc3ccc(OC)cc3)C2)CCCCC1 (stereo not given)
  2.2	-3.2	0.5	6.2	-2.6	0.9	2.2	-1.2	0.6	0.8	4.8
> Cc1c(N2C(=O)CSC2c2ccc(F)cc2)c(=O)n(-c2ccccc2)n1C (stereo not given)
  4.2	0.9	-0.5	-7.5	0.4	-0.4	2.1	-0.9	-1.1	0.4	17.5
> CCOc1ccc(CNc2nc3ccccc3n2C)cc1
  -2.6	6.2	1.7	-9.7	-1.9	5.6	2.6	0.3	-2.4	0.9	10.7
> Cc1cc(C)c2nc(N3CCC(C(=O)NCCCN4CC(C)CC(C)C4)CC3)sc2c1 (stereo not given)
  -2.1	3.9	0.6	-1.2	-3.0	2.4	-0.9	-1.2	1.2	0.9	-8.0
> C=CCn1c(=O)c2ccccc2n2c(SCc3csc(-c4ccccc4)n3)nnc12
  3.7	0.4	0.5	-9.2	0.2	2.4	-0.7	-0.9	-7.1	-0.5	14.1
> COc1ccc(/C=N/OCc2ccccc2C#N)c(OC)c1
  -2.4	3.6	1.7	3.1	-4.7	8.7	4.8	-0.2	1.1	1.4	-5.0
> COc1ccc(C(=O)Nc2ccc(N3CCN(C)CC3)cc2)cc1[N+](=O)[O-]
  2.2	-1.2	-0.1	0.3	-3.3	0.9	-0.5	-1.2	-1.6	-1.6	-3.0
> Cc1cccc2[nH]c(CN(C)C(=O)CC3C(=O)NCCN3CC(C)(C)C)nc12 (stereo not given)
  -15.3	0.3	0.5	-21.1	-16.6	1.9	-0.7	-0.7	-7.2	-0.4	0.5
> O=C(COC(=O)COc1ccc(Br)cc1)Nc1ccc2c(c1)OCCO2
  -4.9	-0.2	0.5	-6.5	-11.0	-0.9	1.6	-1.3	-0.9	0.7	-1.7
> Cc1cc(NC(=O)c2ccccc2-c2ccccc2)ccc1Br
  -0.3	-1.8	-0.6	8.6	-2.7	-0.7	-0.3	-1.3	3.1	-1.0	7.9
> COc1cccc2cc(C(=O)Nc3ccc(F)cc3)c(=Nc3ccc(C(=O)O)cc3)oc12
  3.8	5.9	0.0	-3.4	-2.0	1.3	-1.0	-0.8	0.3	0.0	-2.6
> CC(=O)Nc1ccccc1NS(=O)(=O)c1ccc(Cl)cc1
  -3.3	0.0	0.8	5.2	-2.7	-1.5	-1.2	-0.4	-0.8	-0.8	-3.4
> CC1=C(C(=O)N2CCOCC2)CC(CC(=O)NCCCCc2ccccc2)C(=O)N1Cc1ccc(F)cc1 (stereo not given)
  0.2	-0.5	0.9	-2.5	-0.8	-0.3	1.4	-0.8	-1.8	0.6	-3.0
> CCn1c(CC(=O)Nc2ccccc2)nnc1SCC(=O)NC1CCCC1
  3.0	0.4	0.2	6.6	-3.4	0.5	-2.0	-0.8	0.1	0.7	-2.3
> CCn1c(C)[n+](CC)c2ccc(C(=O)N(C)c3ccccc3)cc21
  -2.7	0.8	-0.4	-3.2	-6.5	-0.5	-1.2	-2.1	-2.2	-0.4	7.9
> COc1ccc(/C=C/C(=O)NCCc2c[nH]c3ccccc23)cc1OC
  -1.1	-0.7	-0.3	-9.5	-5.8	-2.1	-0.2	-0.2	-4.3	-1.1	-56.2
> C/C(Cn1nnc([N+](=O)[O-])n1)=N\NC(=O)c1ccccc1O
  -10.6	-1.0	-2.4	-5.2	-14.5	1.9	1.6	-0.2	-1.3	-1.8	7.3
> CC1(C)CC(=O)c2cc(C(=O)NC3CCSC3=O)c(=O)n(-c3ccc(Cl)cc3)c2C1 (stereo not given)
  0.8	2.0	-0.4	-14.2	-3.0	-0.6	-1.1	-1.4	-5.2	-0.4	6.5
> CCOC(=O)[C@]12CCCC=C1N(Cc1ccco1)C(=O)[C@H](CC(=O)NCCCCc1ccccc1)C2
  -1.0	.	.	-1.4	1.7	-1.0	-2.1	-0.2	-0.5	-1.4	-15.3
> CCC(=O)Nc1ccc2nn(-c3ccc(F)cc3)nc2c1
  -109.2	3.5	1.9	-461.0	-128.5	12.1*	5.3	1.1*	-179.0	2.1	-1.0
> COC(=O)c1ccccc1-c1cn(C)c2ccccc2c1=O
  -348.7	1.4	0.8	-214.2	-494.2	-0.1	-0.9	-1.1	-95.5	0.1	12.0
> COc1ccc(CNC(=O)C2CCN(S(=O)(=O)N3CCOCC3)CC2)cc1
  3.3	-1.1	0.1	0.3	1.9	-0.7	-0.1	-0.9	-4.5	1.3	2.3
> COc1ccc(Cn2c(=O)[nH]c3cc(C(=O)NCCCN4CCCC4=O)ccc3c2=O)cc1
  -7.2	-1.6	0.2	-11.3	-10.1	-1.8	-0.1	-1.0	-8.9	0.2	2.2
> C[N+](C)(C)CC/C=C1/c2ccccc2CSc2ccccc21
  6.2	0.9	-1.0	4.5	-0.8	0.4	0.0	-1.4	0.4	0.8	4.2
> c1ccc(-c2nnc(-c3ccco3)o2)cc1
  -2.4	2.2	3.4	-16.1	-1.4	10.6*	5.8*	-0.3	-6.5	2.5	2.6
> Cc1ccc(S(=O)(=O)N2CCOCC2)cc1NC(=O)CSc1nnc2n1CCCCC2
  -1.1	-0.9	1.2	-21.5	-4.8	1.6	0.3	0.1	-1.7	-0.9	2.1
> Cc1ccc(S(=O)(=O)N(CC(=O)N/N=C/c2cccc3c2OCCO3)c2ccccc2F)cc1
  -31.6	1.8	-0.6	-21.5	-42.0	-1.7	-1.1	-1.3	-7.4	-0.6	-22.6
> Cn1c2ccccc2c2cc(C(=O)O)ccc21
  -1.4	1.7	0.5	-11.3	-7.1	-0.4	5.9*	0.3	-5.9	2.5	-1.6
> Cn1c(=O)c(Sc2ccc(Cl)cc2)c(O)c2ccccc21
  -13.6	0.4	1.1	-24.1	-15.0	0.7	2.0	0.0	-11.9	-0.3	11.9

Compound activity: PubChem BioAssay, The Scripps Research Institute Molecular Screening Center
